TRb-SRC2 inh: inhibitors of human thyroid hormone receptor beta-SRC2 interaction | Potency, µM (series often up to 106 µM), without a hit: at the highest dose activity change, negative = inhibition, hits mostly inhibitors | P10828 | actives 0.065% (n = 280,000) | TRbeta-SRC2 peptide binding, fluorescence polarization; receptor liganded with 1 µM T3;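 also: plate controls were bound peptide for no effect and peptide without receptor for full effect; nearly all actives have a fitted effect of over 50% in size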
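Human TRb LBD (0.6 uM) plus Texas Red-labeled SRC2 peptide (20 nM), 1uM T3, 5% DMSO, 5 hr at ambient temperature. Decreased polarization (555/632 nm) flags inhibition; data normalized to free and bound peptide controls.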
GoLoco inh red: inhibitors of human Gai1-RGS12 GoLoco interaction (red fluorophore). actives 0.44% (n = 230,000). AID 880. P63096. Gai1:RGS12 GoLoco peptide FP, rhodamine, 10 min. Potency, µM (top dose mostly 61.6 µM), without a hit: at the top dose activity, negative = inhibition, usual class: inhibitors; active = well fitted inhibition curve with a large enough effect, not every such curve was filed as active; inactive = no such curve, though single readings can be large or run the other way; also: nearly all actives have a fitted effect of over 30% in size; many of its hits are not listed in these tables
Tau fibril ThT: inhibitors of human tau fibril formation, thioflavin T binding. recombinant tau K18 P301L (four-repeat tau fragment), heparin-induced fibrillization, ThT fluorescence. Potency, µM (top dose mostly 57.4 µM), without a hit: top-dose activity, negative = inhibition, actives largely listed as inhibitors. actives 2.1% (n = 270,000). AID 1460; also: nearly all actives have a fitted effect of over 55% in size
Target sequence (P10636 561-689 P618L limits assumed): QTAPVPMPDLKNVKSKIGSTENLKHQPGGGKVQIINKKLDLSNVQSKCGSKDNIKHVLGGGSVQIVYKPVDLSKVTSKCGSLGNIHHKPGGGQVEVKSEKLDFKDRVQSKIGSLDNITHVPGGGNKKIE
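Recombinant human tau K18 fragment […] carrying P301L, 15 uM unlabeled plus 0.24 uM Alexa 594-labeled, was fibrillized with 20 uM heparin in 100 mM sodium acetate pH 7 for 6 hr at 37 C; 30 uM ThT fluorescence read after 1 hr.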
Tau fibril FP: inhibitors of human tau fibril formation | Potency, µM (series often up to 57.7 µM), for inactives: at the top dose activity, negative = inhibition, usual class: inhibitors | actives 0.39% (n = 280,000) | K18 P301L tau heparin fibrillization, Alexa594 FP, 6 h | P10636 | AID 1468; also: nearly all actives have a fitted effect of over 55% in size
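FP of Alexa 594-tau after heparin (20 uM) induction. Substrate: human K18 P301L, 15 uM unlabeled, 0.24 uM labeled. Buffer 100 mM sodium acetate pH 7. 6 hr, 37 C.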
RECQ1 inh: blocks DNA unwinding by human RECQ1; AID 2549; P46063; RECQ1 DNA unwinding, red fluorescence kinetic read; Potency, µM (highest dose often 57.3 µM), without a hit: top-dose activity, negative = inhibition, actives largely listed as inhibitors; actives 0.54% (n = 240,000);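 also: plate controls were vehicle for no effect and no enzyme for full effect; nearly all actives have a fitted effect of over 30% in size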
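50 nM RECQ1T1 preincubated 15 min with compound in Tris pH 8.0 buffer with MgCl2, DTT, Tween-20 and 2.5 ug/ml poly(dI-dC); started with 200 nM TAMRA/BHQ-2 forked duplex and 2 mM ATP. Unwinding read as fluorescence (525/598 nm), two reads 2 h apart.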
JMJD2E inh: inhibitors of human JMJD2E histone demethylase; actives 1.6% (n = 230,000); JMJD2E catalytic domain, FDH-coupled NADH fluorescence (FDH is formaldehyde dehydrogenase); Potency, µM (highest dose often 57.1 µM), without a hit: at the top dose activity change, negative = inhibition, most hits filed as inhibitors; B2RXH2; active = well fitted inhibition curve with a large enough effect, not every such curve was filed as active; inconclusive = small, poorly fitted or top-dose-only effect, or another doubt; inactive = no such curve, though single readings can be large or run the other way;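 also: 0% = wells with enzyme and -100% = buffer wells without enzyme; nearly all actives have a fitted effect of over 50% in size; many of its hits are not listed in these tables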
L3MBTL1 inh: inhibitors of human L3MBTL1; actives 0.66% (n = 230,000); AID 485360; Q9Y468; Potency, µM (top dose mostly 57.1 µM), for the others: top-dose activity, negative = inhibition, usual class: inhibitors; AlphaScreen L3MBTL1–H3K9me1 peptide binding; also: nearly all actives have a fitted effect of over 60% in size
Target sequence (Q9Y468 whole entry, looked up): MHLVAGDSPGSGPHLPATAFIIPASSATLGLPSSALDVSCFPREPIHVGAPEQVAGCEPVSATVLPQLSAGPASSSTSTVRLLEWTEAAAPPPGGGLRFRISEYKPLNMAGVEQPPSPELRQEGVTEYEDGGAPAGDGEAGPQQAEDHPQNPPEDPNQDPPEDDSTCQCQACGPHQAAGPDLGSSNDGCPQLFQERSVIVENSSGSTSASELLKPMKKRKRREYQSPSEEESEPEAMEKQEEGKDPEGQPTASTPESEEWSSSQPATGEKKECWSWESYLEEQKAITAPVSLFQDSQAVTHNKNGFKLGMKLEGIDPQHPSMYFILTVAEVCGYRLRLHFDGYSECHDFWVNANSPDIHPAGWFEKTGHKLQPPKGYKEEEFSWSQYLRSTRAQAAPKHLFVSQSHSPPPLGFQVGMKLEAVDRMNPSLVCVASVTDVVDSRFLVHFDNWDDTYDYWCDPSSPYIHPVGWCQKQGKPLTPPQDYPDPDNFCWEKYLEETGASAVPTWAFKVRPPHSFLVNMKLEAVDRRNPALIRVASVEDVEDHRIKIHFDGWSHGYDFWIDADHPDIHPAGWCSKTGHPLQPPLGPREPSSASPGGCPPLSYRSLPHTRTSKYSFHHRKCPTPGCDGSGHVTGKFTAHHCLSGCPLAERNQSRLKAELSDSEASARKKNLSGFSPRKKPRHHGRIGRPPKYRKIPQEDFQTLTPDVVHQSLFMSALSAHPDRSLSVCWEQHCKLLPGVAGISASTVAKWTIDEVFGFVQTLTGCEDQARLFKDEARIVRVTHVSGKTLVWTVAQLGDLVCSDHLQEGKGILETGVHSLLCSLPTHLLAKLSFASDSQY
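Displacement of a biotinylated histone H3(1-15) peptide monomethylated at Lys9 (75 nM) from L3MBTL1 (50 nM) was measured by AlphaScreen after a 30 min room-temperature compound incubation; cefsulodin titration served as intraplate control.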
TexasRed fluor: alters Texas Red total fluorescence, flagging assay interference; TRb/SRC2 Texas Red total fluorescence interference; Potency, µM (series often up to 106 µM), inactives show at the top dose fluorescence change, negative = quenching; actives 0.29% (n = 280,000); AID 1479; active = well fitted curve in either direction with a large enough effect; inconclusive = small, poorly fitted or top-dose-only effect
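Flags fluorescent or light-absorbing compounds by total fluorescence, S + 2P, at 555 nm excitation and 632 nm emission. Mixture: 20 nM Texas Red SRC2 peptide, 0.6 uM human TRb LBD, 1 uM T3, 5% DMSO; compound exposure 5 h at ambient temperature.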
* hit, by the source's call; i = inactive; u = inconclusive; x = not tested or not shown; [ ] = dose if it differs, or a comment. Unless noted, calls follow the shape of the dose curve; as a rule, active = well fitted curve in the direction sought with a large enough effect; inconclusive = small, poorly fitted or top-dose-only effect, or another doubt; inactive = no such curve, though single readings can be large; an effect the other way counts as inactive or inconclusive. Unless noted, % is scaled to controls: 0 for no effect and ±100 for the full control effect; potency is read from the fitted curve at half-maximal effect. Some of the compounds tested, so the mix of outcomes need not match the whole.

SMILES	TRb-SRC2 inh	GoLoco inh red	Tau fibril ThT	Tau fibril FP	RECQ1 inh	JMJD2E inh	L3MBTL1 inh	TexasRed fluor
COc1ccc(-c2cc(C(=O)NC(C)C)no2)cc1	-12%	9%	-17%	4%	-10%	-9%	x	-1%
O=S(=O)(c1ccccc1)c1nc(-c2cccc(Cl)c2)oc1NCc1ccccc1	8%	x	-7%	-16%	x	x	x	-4%
O=C(c1ccco1)N(CCCN1CCOCC1)c1nc(-c2ccc(F)cc2)cs1	-16%	-4%	-15%	-5%	i	42%[activator]	-6%	-2%
NCC[C@H](O)C(=O)N[C@H]1C[C@@H](N)[C@@H](O[C@H]2O[C@@H](CN)[C@@H](O)[C@@H](O)[C@@H]2O)[C@@H](O)[C@@H]1O[C@H]1O[C@@H](CO)[C@@H](O)[C@@H](N)[C@@H]1O	1%[53 µM]	5%[21.6 µM]	x	x	0%[25.9 µM]	25%[25.5 µM]	x	-3%[53 µM]
c1cnc2c(OCc3cn4cccnc4n3)cccc2c1	-23%	6%	u	-3%	i	u	x	1%
COc1ccc(/C=N/NC(=O)c2ccc(COCC(F)(F)C(F)F)cc2)cc1	-2%	6%	-12%	-8%	i	u	5%	-2%
CC(C)CN1CCN(Cc2cccc3ncccc23)CC1CCO (centres undefined)	-2%	-6%	-8%	-1%	1%	-9%	-5%	-5%
CCc1ccccc1NC(=O)Nc1cccn(Cc2ccc(F)cc2)c1=O	6%	6%	-5%	-12%	0%	u	-5%	0%
CCc1ccc(N(C)S(=O)(=O)c2ccc3[nH]cc(C(=O)NCCN4CCOCC4)c(=O)c3c2)cc1	-3%	15%	3%	u	-5%	-20%	x	-3%
CCOC(=O)c1cc(C#N)c(NCc2ccccc2)nc1C	0%	-5%	0%	3%	-10%	u	10%	-2%
CC(=O)c1ccc(NC(=O)c2nc(-c3ccccc3)n(-c3ccc(C)cc3)n2)cc1	2%	x	-8%	-5%	x	x	x	0%
CCOc1cc(CNCCc2c[nH]c3ccccc23)cc(Cl)c1OCC(N)=O	7%	16%	u	-12%	1%	-19%	u	-4%
Cc1cc(NN)nc(NS(=O)(=O)c2ccccc2)n1	2%	8%	7%	1%	-10%	4%	-9%	-1%
COc1ccccc1-n1cnc(N)c1C(=O)c1ccccc1	-1%	14%	-13%	-15%	-4%	1%	1%	-2%
Fc1ccc(NC(=S)NNc2ncc(C(F)(F)F)cc2Cl)c(F)c1	0%	12%	-13%	2%	i	-6%	-3%[11.4 µM]	0%
O=C(COC(=O)c1cccs1)Nc1ccccc1[N+](=O)[O-]	-2%	12%	-12%	1%	i	8%	-7%	-1%
CCn1cc(/C=N\NC(=O)C2(C)CC2(Cl)Cl)c(C)n1 (centres undefined)	4%	9%	5%	2%	3%	4%	-14%	-1%
COc1cc(C2CC(=O)Oc3ccc(O)cc32)cc(OC)c1OC (centres undefined)	-1%	-14%[88.7 µM]	u	-5%[81.3 µM]	i	x	x	-3%
CCc1cc(C(=O)NNC(=O)CCl)sc1C	-6%	14%	-6%	-2%	-5%	2%	24%	0%
Cc1ccc(CNC(=O)CCS(=O)(=O)c2cc(Br)cc3c2N(C(=O)C2CC2)CC3)o1	6%	56%	1%	0%	-5%	-1%	u	-2%
Cc1nc(-c2ccccc2)cs1	0%	7%	-4%	-3%	0%	2%	x	-2%
O=C(CSCc1ccccc1)N1CCc2ccccc21	-6%	12%	u	-3%	-10%	-2%	x	0%
Nc1nc(Nc2cccc(F)c2)nc(NCc2ccco2)c1[N+](=O)[O-]	-5%	17%	x	u	-17%	5%	x	-2%
CCOc1ccccc1-n1c(SCC(=O)NC(C)(C)C)nnc1-c1ccoc1C	-14%	20%	2%	4%	i	11%	21%	1%
Cc1cccc(-n2c(=S)[nH]c3sc4c(c3c2=O)CCc2ccccc2-4)c1	3%	4%	u	-7%	-7%	6%	x	0%
COc1ccc(NS(=O)(=O)c2ccc(C(=O)N3CCN(Cc4ccccc4)CC3)cc2)cc1	2%	3%	0%	3%	8%	-13%	-6%	0%
COc1ccc(C(=O)N2CCC(O)(c3ccc(Cl)cc3)CC2)cc1OC	2%	6%	x	1%	-8%	u	x	-3%
Cc1cccc(N2CCN(C(=O)CCCSc3nc4ccccc4[nH]3)CC2)c1C	7%	-5%	u	5%	-6%	6%	-4%	-1%
O=c1oc(-c2cccnc2)nc2ccccc12	-8%	2%	-8%	-9%	i	-2%	-3%	1%
CC(=O)C(C(C)=O)C1(O)C(=O)c2ccccc2C1=O	u	9%	2.8µM*	u	u	-28%	u	-1%

One compound at a time (already shown). Screens in order: TRb-SRC2 inh | GoLoco inh red | Tau fibril ThT | Tau fibril FP | RECQ1 inh | JMJD2E inh | L3MBTL1 inh | TexasRed fluor
`NCC[C@H](O)C(=O)N[C@H]1C[C@@H](N)[C@@H](O[C@H]2O[C@@H](CN)[C@@H](O)[C@@H](O)[C@@H]2O)[C@@H](O)[C@@H]1O[C@H]1O[C@@H](CO)[C@@H](O)[C@@H](N)[C@@H]1O` across the screens: 1%[53 µM] | 5%[21.6 µM] | x | x | 0%[25.9 µM] | 25%[25.5 µM] | x | -3%[53 µM]
`CC(=O)C(C(C)=O)C1(O)C(=O)c2ccccc2C1=O` across the screens: u | 9% | 2.8µM* | u | u | -28% | u | -1%
`c1cnc2c(OCc3cn4cccnc4n3)cccc2c1` across the screens: -23% | 6% | u | -3% | i | u | x | 1%
`COc1ccc(C(=O)N2CCC(O)(c3ccc(Cl)cc3)CC2)cc1OC` across the screens: 2% | 6% | x | 1% | -8% | u | x | -3%

(continued)
SMILES	TRb-SRC2 inh	GoLoco inh red	Tau fibril ThT	Tau fibril FP	RECQ1 inh	JMJD2E inh	L3MBTL1 inh	TexasRed fluor
CCOC(=O)CSc1nc2ccc(NC(=O)c3ccccc3)cc2s1	5%	x	-14%	u	x	x	x	u
CCCCCCCCn1cnc2c(N)c(C)c(C)cc21	0%	13%	-12%	2%	-26%	-6%	-13%	-3%
CCC/C=N/NC(=O)c1cc(-c2ccccc2)nc2ccccc12	0%	0%	0%	0%	-8%	u	-1%	-6%
C=CCn1c(SCC(=O)NC(=O)NC)nnc1C1CCCCC1	-7%	-1%	-3%	-7%	5%	1%	x	-1%
COCCNS(=O)(=O)c1cc(C)c(C)cc1C	-3%	-1%	-1%	3%	i	4%	11%	3%
COc1ccc(NC(=O)CCCn2c(=O)oc3ccccc32)cc1Cl	-9%	-16%	-4%	6%	1%	-5%	7%	-1%
O=C(NCCCO)c1cc([N+](=O)[O-])cc2c1C=Cc1ccccc1O2	-5%	-1%	-6%	-1%	11%	-6%	x	-8%
S=C1NCN(Cc2cccnc2)CN1Cc1ccccc1	1%	-6%	1%	-5%	-3%	7%	4%	1%
O=C(CN(c1ccc(F)cc1)S(=O)(=O)c1ccccc1)Nc1ccccc1C(=O)O	-9%	5%	-5%	9%	i	0%	13%	-3%
CCN=C1SC(CC(=O)NC2CCCCC2)C(=O)N1CC (centres undefined)	-5%	3%	-12%	-5%	-3%	-3%	3%	-2%
COc1ccc(NC(=O)CC(c2ccc(F)cc2)c2ccc(OC)cc2)cc1 (centres undefined)	6%	-3%	2%	-6%	-3%	1%	7%	-4%
CNC(=O)COC(=O)/C=C/c1cn(-c2ccccc2)nc1-c1ccc2c(c1)OCCO2	2%	-31%	-2%	u	6%	2%	x	-1%
Cc1cc2cc(CN3C(=O)c4ccccc4C3=O)ccc2n1C	-8%	5%	13%	9%	-2%	8%	-1%	1%
CN(C)c1ccc(CNC(=O)c2cnc3sc(N4CCCCCC4)nn3c2=O)cc1	-15%	x	2%	3%	x	x	x	-62%
COc1ccc(-c2cc(C(F)(F)F)n3nc(C(=O)O)c(Cl)c3n2)cc1OC	-2%	x	u	3%	x	x	x	-22%
Cc1cc(/C=C2/NC(=O)NC2=O)c(C)n1-c1sc2c(c1C#N)CCCC2	8%	61%[activator]	u	1%	-9%	u	x	-1%
O=c1c2[nH]c3ccc(F)cc3c2nc2n1CCS2	-3%	7%	1%	10%	i	u	20%	-5%
CCN(CCCNC(=O)C1CCN(S(=O)(=O)c2cnc[nH]2)CC1)c1cccc(C)c1	4%	x	-5%	0%	i	6%	-4%	-1%
CCCNS(=O)(=O)c1ccc(OCC(=O)NCCC2=CCCCC2)cc1	-5%	10%	12%	1%	-1%	-3%	x	-1%
O=C(/C(=C(\O)c1ccccc1)c1nc2ccccc2[nH]1)c1ccccc1	-2%	11%	-5%	8%	-2%	-7%	-16%	-1%
Cc1ccc(OCC(=O)N2CCN(C3=NS(=O)(=O)c4ccccc43)CC2)cc1	9%	1%	4%	-2%	i	10%	0%	-1%
Cc1cc(C)c(S(=O)(=O)c2ccccc2)c(OC(=O)c2c(F)cccc2F)n1	-5%	8%	-13%	-3%	i	3%	21%	-1%
Cc1nn(-c2ccccc2)nc1C(=O)Oc1cc(C(F)(F)F)nn1-c1ccccc1	-2%	7%	-7%	3%	-5%	u	-10%	-12%
CCOc1ccccc1NC(=O)Cn1[nH]c(=O)c2ccccc2c1=O	-5%	7%	-1%	3%	i	-4%	-1%	0%
Cc1c(C(=O)N(C)C)sc2c1c(=O)n(-c1ccc(Cl)c(Cl)c1)c(=O)n2CC(=O)N1CCCCC1C (centres undefined)	0%	x	6%	12%	x	x	x	2%
Cc1c(N=Cc2ccc(Cl)o2)c(=O)n(-c2ccccc2)n1C	14%	28%	u	-4%	0%	-2%	-4%	2%
CSc1nc(N)nc(SCC(=O)C23CC4CC(CC(C4)C2)C3)c1C#N	-1%	1%	-1%	u	-7%	-23%	12%	-1%
CCCc1nc2ccc([N+](=O)[O-])cc2[nH]1	-1%	7%	4%	10%	i	u	-7%	-1%
CN(C)S(=O)(=O)c1cccc(C(=O)OCC(=O)NCc2ccccc2)c1	2%	9%	-10%	8%	i	1%	x	1%
O=C(Nc1cccc(S(=O)(=O)NC2=NCCC2)c1)C1CC(=O)N(c2ccc3c(c2)OCCO3)C1 (centres undefined)	3%	23%	-1%	5%	-9%	5%	-17%	-2%
COc1cccc(NC(=O)c2ccc(-n3cccn3)nc2)c1	-9%	-2%	-5%	-13%	-15%	u	-11%	-6%
